Shn3 3UTR inh: reduces Shn3 3'UTR luciferase signal in osteoblasts; Clone20 osteoblast Shn3 3'UTR firefly luciferase, 24 h; inhibition, % at 12.5 µM; 360,000 tested, 0.52% active;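 active = mean inhibition of at least 75% with every replicate also reaching 75%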;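 note: 0% = median of neutral control wells and 100% = pilot-screen positive control compound; some compounds past the cut are filed as inactive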
CF NFkB inh: inhibitors of cystic fibrosis induced NF-kB; KKLEB NF-kB-GFP reporter, PAF-induced, GFP fluorescence overnight; inhibition, % at 5 µM; 360,000 tested, 0.86% active; AID 588850;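 active = at least 50% inhibition at 5 µM, scaled per plate between neutral and stimulator controls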;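 note: PAF is a Pseudomonas aeruginosa culture filtrate used as stimulus; plate controls were PAF-stimulated DMSO wells for no effect and unstimulated DMSO wells for full effect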
COUP-TFII inh: inhibitors of human COUP-TFII (NR2F2); P24468; inhibition, % at 8.6 µM; 370,000 tested, 0.7% active; AID 686940; HEK293T NGFI-A luciferase reporter, luminescence;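 active = inhibition above a per-plate cutoff, mean inhibition of test wells between control levels plus 3 SD, cut at about 38% in these data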;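 note: cells cotransfected with COUP-TFII expression vector driving the NGFI-A reporter; 0% = median of COUP-TF2 test wells and 100% = reporter-only cells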
Target sequence (P24468 whole entry, looked up): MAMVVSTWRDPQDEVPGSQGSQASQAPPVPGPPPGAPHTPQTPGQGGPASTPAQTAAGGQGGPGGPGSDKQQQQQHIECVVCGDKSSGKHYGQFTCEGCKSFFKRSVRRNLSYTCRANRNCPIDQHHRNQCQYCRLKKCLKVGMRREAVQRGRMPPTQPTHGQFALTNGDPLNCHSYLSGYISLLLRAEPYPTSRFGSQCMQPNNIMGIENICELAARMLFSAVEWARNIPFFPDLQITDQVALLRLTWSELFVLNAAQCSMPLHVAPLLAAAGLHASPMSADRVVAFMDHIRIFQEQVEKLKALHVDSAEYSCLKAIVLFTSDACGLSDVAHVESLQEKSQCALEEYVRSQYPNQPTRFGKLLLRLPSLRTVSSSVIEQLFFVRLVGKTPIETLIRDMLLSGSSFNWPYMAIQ
NR5A2 inv ag: NR5A2 inverse agonism in reporter assay; 360,000 tested, 0.13% active; inhibition, % at 3.6 µM; HEK293T StAR-luciferase reporter, LRH-1 transfected, 24 h; O00482;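 active = inhibition above the mean inhibition of all tested compounds plus 3 SD, cut at about 73% in these data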;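 note: 0% = DMSO wells and 100% = reporter-only cells lacking LRH-1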
Target sequence (O00482 whole entry, looked up): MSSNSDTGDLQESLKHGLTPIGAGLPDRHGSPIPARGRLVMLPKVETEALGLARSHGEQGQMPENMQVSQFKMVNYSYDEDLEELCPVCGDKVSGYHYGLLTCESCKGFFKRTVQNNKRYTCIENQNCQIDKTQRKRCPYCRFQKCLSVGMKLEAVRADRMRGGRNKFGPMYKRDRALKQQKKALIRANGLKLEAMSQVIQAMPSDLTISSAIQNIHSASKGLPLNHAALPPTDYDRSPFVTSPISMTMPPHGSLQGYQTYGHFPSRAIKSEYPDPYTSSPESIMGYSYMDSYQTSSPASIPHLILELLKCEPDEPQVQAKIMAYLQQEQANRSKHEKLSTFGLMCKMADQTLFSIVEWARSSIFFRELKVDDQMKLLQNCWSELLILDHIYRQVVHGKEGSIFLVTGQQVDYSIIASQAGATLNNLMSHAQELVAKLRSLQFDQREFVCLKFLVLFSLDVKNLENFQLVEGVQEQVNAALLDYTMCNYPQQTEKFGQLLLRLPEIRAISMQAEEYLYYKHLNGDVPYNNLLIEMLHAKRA
TWEAK Fn14 block: TWEAK-Fn14 signaling inhibition; inhibition, % at 10 µM; AID 1159606; TWEAK-stimulated Fn14 reporter cells, luciferase luminescence, 8 h; 360,000 tested, 2% active; in the data active = inhibition above about 50%
NCOA3 inh: human NCOA3 inhibition. Q9Y6Q9. HEK293 GAL4-SRC3 luciferase reporter, luminescence. inhibition, % at 3.6 µM. 360,000 tested, 0.17% active;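 active = inhibition above a per-campaign cutoff, the mean of all compounds plus 3 SD, cut at about 60% in these data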;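 note: 0% = DMSO-treated cells and 100% = gossypol-treated cells at 36 µM; higher means less SRC3-driven luciferase light from the GAL4 reporter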
TROY NFkB inh: TROY signaling inhibition; Q293 LMP1-TROYcd NF-kB luciferase reporter, 4 h; inhibition, % at 10 µM; 360,000 tested, 0.98% active;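 active = compounds whose plate-normalised and pattern-corrected inhibition of the luciferase reporter signal at the single screening dose is 50% or more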
KKLEB cytotox: CF airway cell cytotoxicity counter-screen; KKLEB CF airway cells viability, ATPlite luminescence, overnight; stronger effect = lower value; cells stimulated with P. aeruginosa culture filtrate; activity change (cytotoxicity), % at 5 µM; 360,000 tested, 0.36% active; AID 602141;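 active = corrected activity change at or below -50% at 5 µM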
LMP1 NFkB inh: reduces LMP1-driven NF-kappaB luciferase signal. AID 504558. inhibition, % at 12.5 µM. LMP1-induced NF-kappaB luciferase reporter cells, luminescence. 350,000 tested, 0.69% active; in the data active = inhibition above about 41%;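 note: 0% = neutral control wells and 100% = reference inhibitor control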
C8 TRAIL sens: caspase-8 TRAIL sensitization. NB7+C8 cells + TRAIL, ATPlite viability luminescence. 360,000 tested, 1% active. inhibition (viability loss, TRAIL sensitization), % at 10 µM;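 active = compounds causing at least 50% loss of cell viability in the single-dose screen, relative to plate controls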
NCOA1 inh: human NCOA1 inhibition; 360,000 tested, 0.12% active; inhibition, % at 3.6 µM; Q15788; AID 588354; HEK293 GAL4-SRC1 luciferase reporter, luminescence;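 active = inhibition above the campaign mean plus 3 SD, with each screening campaign given its own cutoff, cut at about 60% in these data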;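 note: 0% = DMSO treated cells and 100% = gossypol at 36 µM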
An asterisk follows results filed as active; . = not tested or not shown; & = joins results of further samples. Only part of the results is shown; rates above refer to the full screens.

#1 NNc1ccc2nnc(C(F)(F)C(F)(F)C(F)(F)F)n2n1
#2 O=C(O)c1c(Cl)cccc1Cl
#3 Cc1ccc(N2C(=O)N(c3ccc(C)cc3)C3CS(=O)(=O)CC32)cc1 (stereo unspecified)
#4 CCCCn1nnnc1C(c1cc2ccccc2o1)N1CCCN(C(=O)OC(C)(C)C)CC1 (stereo unspecified)
#5 CNC(=S)NNC(=O)COc1ccccc1C

compound no.	1	2	3	4	5
Shn3 3UTR inh	12	2	-30	.	-12
CF NFkB inh	3	-23	-13	.	8
COUP-TFII inh	8	0	-9	0	-1
NR5A2 inv ag	-3	-15	-14	-15	-11
TWEAK Fn14 block	7	-11	32	15	-15
NCOA3 inh	11	-16	3	.	5
TROY NFkB inh	6	-18	-26	7	-12
KKLEB cytotox	14	18	4	.	8
LMP1 NFkB inh	14	-3	-4	.	-4
C8 TRAIL sens	-8	-12	-4	3	-15
NCOA1 inh	11	-5	-8	.	-6

#6 CCc1ccc(CCC(=O)Nc2ccc(OC)cc2)o1
#7 CC[C@]12c3[nH]c4cc(-c5ccco5)ccc4c3CCN1C(=O)[C@@H](CC(=O)NCCN1CCOCC1)C[C@@H]2C(=O)N1CCN(C(=O)c2ccco2)CC1
#8 Cc1cccc(NC(=O)c2nc[nH]c2C(=O)N2CCC(C)CC2)c1
#9 CC(C)(C)C1CCC(=NNC(=S)NCc2ccccc2)CC1 (stereo unspecified)
#10 COC(=O)N(NC(=O)C(O)(CCC(C)C)CCC(C)C)c1ccccc1

compound no.	6	7	8	9	10
Shn3 3UTR inh	-12	-8	9	-4	10
CF NFkB inh	-9	0	10	-14	2
COUP-TFII inh	-18	-8	6	1	3
NR5A2 inv ag	-24	-8	7	-2	22
TWEAK Fn14 block	6	-2	15	10	-6
NCOA3 inh	7	-6	14	-6	21
TROY NFkB inh	-22	8	-12	0	5
KKLEB cytotox	4	-2	1	8	10
LMP1 NFkB inh	-8	-10	13	2	0
C8 TRAIL sens	-5	-7	-7	5	17
NCOA1 inh	-6	-19	-9	10	29

#11 COc1cc(/C=N\NC(=O)c2cccc(Cl)c2)ccc1Oc1ccc([N+](=O)[O-])cn1
#12 COc1ccccc1C1C(C(=O)NCc2ccccc2)=C(C)Nc2ncnn21 (stereo unspecified)
#13 C=CC[C@H](CC(=O)NCCO)C(=O)N[C@H](COC(=O)[C@@H](CC=C)CC(=O)OC(C)(C)C)Cc1c[nH]c2ccccc12
#14 O=C(Cn1nnc2ccccc21)c1cccc([N+](=O)[O-])c1
#15 COCCn1c(SCC(=O)Nc2nnc(C)s2)nnc1-c1ccncc1

compound no.	11	12	13	14	15
Shn3 3UTR inh	16	-1	-13	1	-7
CF NFkB inh	-12	7	11	-18	8
COUP-TFII inh	4	-8	-3	-11	3
NR5A2 inv ag	6	16	20	5	2
TWEAK Fn14 block	12	4	10	22	-4
NCOA3 inh	-10	-1	-1	13	5
TROY NFkB inh	8	-2	9	-30	-5
KKLEB cytotox	1	4	6	6	4
LMP1 NFkB inh	-6	0	-1	-1	-5
C8 TRAIL sens	10	-5	1	5	0
NCOA1 inh	-16	-7	13	7	-16

#16 CCC(=O)N1N=C(c2cccs2)CC1c1ccc(OC)cc1 (stereo unspecified)
#17 NS(=O)(=O)c1cccc(NC(=O)CSc2nc3nc(-c4cccs4)cc(C(F)(F)F)c3c(=O)[nH]2)c1
#18 N/C(=N\OC(=O)COc1ccccc1Cl)c1ccc(Cl)cc1
#19 Cc1ccc(S(=O)(=O)N2CCOCC2)cc1C(=O)NC(=S)N1CC(C)CC(C)C1 (stereo unspecified)
#20 Cc1oc2cc(OCC(=O)O)ccc2c(=O)c1Oc1ccccc1

compound no.	16	17	18	19	20
Shn3 3UTR inh	4	-8	-55	-10	-23
CF NFkB inh	-4	-3	-10	10	-16
COUP-TFII inh	-10	16	-8	16	2
NR5A2 inv ag	-11	-10	3	-17	2
TWEAK Fn14 block	-1	9	-41	-7	14
NCOA3 inh	-14	4	-2	13	6
TROY NFkB inh	-4	8	-24	17	1
KKLEB cytotox	2	15	3	-8	6
LMP1 NFkB inh	-1	-1	-37	-15	2
C8 TRAIL sens	0	7	-2	4	-21
NCOA1 inh	-26	7	-6	-1	6

#21 O=C(NCCc1cccc(F)c1)C1CCCN(c2nc3ccccc3s2)C1 (stereo unspecified)
#22 O=C(O)CN1C(=O)/C(=C\c2cccc(OCc3ccccc3F)c2)SC1=S
#23 Cc1cccc(NC(=O)c2c(C)nc3ccccn23)c1
#24 CCOc1ccc(NC(=O)CCCCn2c(=O)[nH]c3ccsc3c2=O)cc1
#25 Cc1ccc(N(C)S(=O)(=O)c2ccc(C)cc2)cc1

compound no.	21	22	23	24	25
Shn3 3UTR inh	-5	2	-41	16	17
CF NFkB inh	6	-3	2	11	6
COUP-TFII inh	6	-29	1	-19	-15
NR5A2 inv ag	-25	-40	-76	-2	-5
TWEAK Fn14 block	17	-26	-28	-10	16
NCOA3 inh	2	2	-24	-16	5
TROY NFkB inh	10	-39	-56	-2	6
KKLEB cytotox	-14	-1	-16	-9	15
LMP1 NFkB inh	-3	-1	-4	0	-12
C8 TRAIL sens	7	-1	-5	4	0
NCOA1 inh	-2	-5	-43	-5	-35

#26 CC1C(=O)N(Cc2cn(CC3CCCCC3)nn2)CCS(=O)(=O)N1Cc1ccc(-c2cccc(N(C)C)c2)cc1 (stereo unspecified)
#27 O=C(CSc1nnc(-c2ccc(F)cc2)c2ccccc12)NCC1CCCO1 (stereo unspecified)
#28 C/C(N)=C(/C#N)C(=O)COC(=O)CNS(=O)(=O)c1c(F)cccc1F
#29 C/C(=N/OCO/N=C(\C)c1ccccc1F)c1ccccc1F
#30 COC(=O)c1oc2ccc(OC)cc2c1N

compound no.	26	27	28	29	30
Shn3 3UTR inh	39	4	-1	5	-28
CF NFkB inh	3	12	2	-11	6
COUP-TFII inh	-4	12	10	16	-8
NR5A2 inv ag	-11	-4	9	6	-64
TWEAK Fn14 block	9	8	-19	-9	-9
NCOA3 inh	-15	19	17	13	-39
TROY NFkB inh	5	9	-2	5	6
KKLEB cytotox	-3	-4	-1	20	-13
LMP1 NFkB inh	6	6	-8	-9	-14
C8 TRAIL sens	-2	-3	-6	-5	19
NCOA1 inh	-7	-3	3	-11	-44

#31 O=C(c1ccc(Br)s1)N1CCN(c2ccccn2)CC1
#32 COCCNC(=O)C(c1ccc(OC)cc1)N(CCOC)C(=O)CCC(=O)Nc1nccs1 (stereo unspecified)
#33 COc1ccc(CCNC(=O)c2ccc3nc(N4CCCCC4)sc3c2)cc1OC
#34 COc1cc(/C=N/NC(=O)c2ccoc2C)cc(OC)c1OC
#35 COc1ccc(/C=C2/C(=O)ON=C2C)cc1Br

compound no.	31	32	33	34	35
Shn3 3UTR inh	-3	-14	-18	21	-13
CF NFkB inh	5	5	11	-5	-10
COUP-TFII inh	-11	-10	-6	-61	2
NR5A2 inv ag	-10	3	-67	-71	1
TWEAK Fn14 block	-5	22	-27	-36	19
NCOA3 inh	15	-10	-49	-90	11
TROY NFkB inh	-13	-18	0	-45	-15
KKLEB cytotox	2	-1	-11	-17	8
LMP1 NFkB inh	-9	0	-6	3	4
C8 TRAIL sens	-6	13	-4	10	-3
NCOA1 inh	-24	-22	-47	-43	3

#36 CSc1sc2ccccc2[n+]1CCCS(=O)(=O)[O-]
#37 Cc1[nH]nc(N=CC2=C(O)CC(C)(C)CC2=O)c1-c1ccc(Cl)cc1
#38 CCC1CCc2sc(C(=O)N(C)CC(=O)Nc3cccc(OC)c3)cc2C1 (stereo unspecified)
#39 O=C(CSc1nnc(SCc2ccc(Cl)cc2)s1)N1CCN(C(=O)c2ccco2)CC1
#40 COC(=O)c1ccc(NC(=O)COc2ccc(S(=O)(=O)NC(C)C)cc2)cc1

compound no.	36	37	38	39	40
Shn3 3UTR inh	-9	1&-24	-2	2	13
CF NFkB inh	4	32&22	-8	-4	-28
COUP-TFII inh	5	-5&2	4	1	10
NR5A2 inv ag	-17	-1&-4	7	7	3
TWEAK Fn14 block	12	-2&-13	3	11	14
NCOA3 inh	-7	-42&-50	0	15	17
TROY NFkB inh	-9	-29&-41	11	-6	-7
KKLEB cytotox	0	-20&-13	4	0	3
LMP1 NFkB inh	-3	-6	1	1	0
C8 TRAIL sens	15	26&-8	-12	37	-4
NCOA1 inh	0	-26&-62	6	-7	-9

#41 CCN(CCS(=O)(=O)c1ccc(Br)cc1)Cc1nc2ccccc2c(=O)[nH]1
#42 COc1cccc(CN2CCC(C(=O)Nc3ccc(Oc4cccnc4)cc3)CC2)c1
#43 CCCCS(=O)(=O)N1CCN(S(=O)(=O)c2cccs2)CC1
#44 Cc1[nH]c(C)c(S(=O)(=O)N(C)Cc2ccccc2)c1C(=O)N1CCCCC1

compound no.	41	42	43	44
Shn3 3UTR inh	-22	20	19	-6
CF NFkB inh	-7	4	27	-10
COUP-TFII inh	6	9	-8	1
NR5A2 inv ag	12	10	4	-17
TWEAK Fn14 block	-7	9	-8	5
NCOA3 inh	24	13	30	-12
TROY NFkB inh	-17	9	9	-3
KKLEB cytotox	-33	-6	-15	3
LMP1 NFkB inh	-1	3	-7	-12
C8 TRAIL sens	-10	17	-6	-14
NCOA1 inh	3	-6	-25	0

Seven compounds from above, arranged by length of the SMILES, ascending.
#6 CCc1ccc(CCC(=O)Nc2ccc(OC)cc2)o1
#25 Cc1ccc(N(C)S(=O)(=O)c2ccc(C)cc2)cc1
#12 COc1ccccc1C1C(C(=O)NCc2ccccc2)=C(C)Nc2ncnn21 (stereo unspecified)
#37 Cc1[nH]nc(N=CC2=C(O)CC(C)(C)CC2=O)c1-c1ccc(Cl)cc1
#39 O=C(CSc1nnc(SCc2ccc(Cl)cc2)s1)N1CCN(C(=O)c2ccco2)CC1
#19 Cc1ccc(S(=O)(=O)N2CCOCC2)cc1C(=O)NC(=S)N1CC(C)CC(C)C1 (stereo unspecified)
#11 COc1cc(/C=N\NC(=O)c2cccc(Cl)c2)ccc1Oc1ccc([N+](=O)[O-])cn1

compound no.	6	25	12	37	39	19	11
Shn3 3UTR inh	-12	17	-1	1&-24	2	-10	16
CF NFkB inh	-9	6	7	32&22	-4	10	-12
COUP-TFII inh	-18	-15	-8	-5&2	1	16	4
NR5A2 inv ag	-24	-5	16	-1&-4	7	-17	6
TWEAK Fn14 block	6	16	4	-2&-13	11	-7	12
NCOA3 inh	7	5	-1	-42&-50	15	13	-10
TROY NFkB inh	-22	6	-2	-29&-41	-6	17	8
KKLEB cytotox	4	15	4	-20&-13	0	-8	1
LMP1 NFkB inh	-8	-12	0	-6	1	-15	-6
C8 TRAIL sens	-5	0	-5	26&-8	37	4	10
NCOA1 inh	-6	-35	-7	-26&-62	-7	-1	-16
